MCL1 BIM primary = MCL1-BIM-BH3 interaction inhibition (human) | GST-MCL1 / FITC-Bim-BH3 fluorescence polarization | inhibition, % at 10.9 µM | 320,000 tested, 0.68% active | Q07820;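 active = inhibition above the mean inhibition of all tested compounds plus 3 SD, set per campaign, cut at about 40% in these data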;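 also: 0% = DMSO wells and 100% = unlabeled Bim-BH3 peptide control; higher means more loss of mP so more displacement of Bim peptide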
CIT2-GFP yeast = yeast TOR pathway CIT2-GFP modulation | S. cerevisiae CIT2-GFP strain, flow cytometry, 3 h; 100 means same as DMSO wells | GFP response vs DMSO, % at 10 µM | 320,000 tested, 0.065% active | AID 2029;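 active = GFP response relative to DMSO above a set limit, near the screen mean plus 3 SD, cut at about 150% in these data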;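 also: ratio of well median GFP fluorescence to mean of DMSO wells on the plate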
VLA-4 inh = inhibition in a human VLA-4 binding assay; AID 2557; VLA-4 expressing cells, ligand binding flow cytometry; 330,000 tested, 0.2% active; inhibition, % (about 7 µM as worked out from the volumes in the protocol); in the data active = inhibition above about 50%
Target sequence (P13612 whole entry, looked up): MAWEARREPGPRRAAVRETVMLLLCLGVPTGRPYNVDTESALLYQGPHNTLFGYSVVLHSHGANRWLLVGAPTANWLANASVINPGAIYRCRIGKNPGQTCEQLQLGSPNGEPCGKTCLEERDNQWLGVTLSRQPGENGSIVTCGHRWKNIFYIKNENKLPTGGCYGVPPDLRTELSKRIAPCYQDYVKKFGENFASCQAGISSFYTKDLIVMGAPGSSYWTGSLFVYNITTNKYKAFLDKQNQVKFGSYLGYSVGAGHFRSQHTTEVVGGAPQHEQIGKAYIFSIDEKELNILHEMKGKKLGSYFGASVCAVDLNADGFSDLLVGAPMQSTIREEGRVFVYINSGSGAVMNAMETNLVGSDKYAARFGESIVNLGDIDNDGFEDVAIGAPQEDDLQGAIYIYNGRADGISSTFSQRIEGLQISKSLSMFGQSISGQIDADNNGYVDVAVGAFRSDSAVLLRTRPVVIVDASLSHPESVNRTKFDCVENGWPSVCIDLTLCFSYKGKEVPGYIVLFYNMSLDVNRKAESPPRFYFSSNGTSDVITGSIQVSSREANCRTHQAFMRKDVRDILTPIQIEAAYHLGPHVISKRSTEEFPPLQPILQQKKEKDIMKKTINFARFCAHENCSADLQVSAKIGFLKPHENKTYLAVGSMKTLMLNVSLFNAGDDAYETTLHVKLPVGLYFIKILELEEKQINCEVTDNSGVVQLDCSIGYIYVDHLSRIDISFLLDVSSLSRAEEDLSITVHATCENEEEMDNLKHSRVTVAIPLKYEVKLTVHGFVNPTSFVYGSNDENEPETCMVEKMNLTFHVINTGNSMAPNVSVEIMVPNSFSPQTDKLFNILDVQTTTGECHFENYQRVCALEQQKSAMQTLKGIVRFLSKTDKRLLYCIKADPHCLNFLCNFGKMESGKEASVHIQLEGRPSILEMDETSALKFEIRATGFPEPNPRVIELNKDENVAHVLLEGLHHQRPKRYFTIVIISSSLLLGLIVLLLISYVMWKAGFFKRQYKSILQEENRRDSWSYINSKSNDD
Bcl-xL primary = inhibitors of human Bcl-xL; Q07817; GST-Bcl-xL / FITC-Bim BH3 peptide fluorescence polarization; inhibition, % at 10.9 µM; 320,000 tested, 0.7% active; AID 2129;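 active = inhibition above the mean of all tested compounds plus 3 SD, cutoff set per campaign, cut at about 30% in these data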;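 also: 0% = DMSO wells and 100% = unlabeled Bim-BH3 peptide competitor; inhibitors lower millipolarization by displacing the labeled peptide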
AGP1 TOR yeast = alters AGP1-GFP fluorescence in TOR pathway yeast screen; S. cerevisiae AGP1-GFP multiplex flow cytometry, 3 h; GFP as percent of DMSO wells; GFP response vs DMSO, % at 10 µM; 320,000 tested, 0.02% active; AID 2066;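 active = GFP response relative to DMSO above a set limit, near screen average plus 3 SD, cut at about 150% in these data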;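 also: median GFP channel fluorescence of the gated AGP1 strain per well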
GRK2 aptamer HTS = human GRK2 inhibition via aptamer displacement | 330,000 tested, 0.59% active | inhibition of aptamer binding, % at 10 µM | AID 488847 | P25098 | bead flow cytometry, FAM-aptamer displacement from GRK2;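 active = inhibition of aptamer binding above 40%, roughly 3 SD of noise, on plates passing a quality check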;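 also: median bead fluorescence of bound FAM aptamer so fluorescent compounds give negative values; no value below 0 was filed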
MEX-5 binding = C. elegans MEX-5 TCR-2 RNA binding activity. Q9XUB2. MEX-5/FITC-TCR2 RNA binding, fluorescence polarization; hits give low values. activity score (negative = inhibition of binding), % at 10 µM. 300,000 tested, 0.38% active. AID 1832;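 active = inhibition past about -25% in most replicates, and total fluorescence under double the plate's negative control median, limit read from the data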;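 also: 0% = DMSO and -100% = 5 µM competing unlabeled TCR2 RNA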
Fam108B counter = blocks mouse Fam108B hydrolase in RBBP9 counter-screen; 300,000 tested, 0.33% active; AID 1947; inhibition, % at 9.51 µM; recombinant Fam108B, FP-Rh probe fluorescence polarization;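 active = inhibition above the screen mean inhibition plus 3 SD, computed separately per campaign, cut at about 18% in these data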;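 also: inhibitors lower polarization as less probe binds the enzyme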
GLD-1 TGE inh = GLD-1-TGE RNA interaction inhibition (C. elegans); inhibition, % at 5.96 µM; AID 2280; Q17339; purified GLD-1 + fluorescein TGE RNA, fluorescence polarization; 320,000 tested, 0.44% active;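 active = percent inhibition above a per-plate cutoff, the plate mean of test compounds plus 3 SD, cut at about 30% in these data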;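 also: 0% = DMSO wells with GLD-1 and probe and 100% = wells lacking GLD-1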
* marks the source's active call; other numbers are inactive results; i = inactive; / = no result given; + = active, no number.

SMILES	MCL1 BIM primary	CIT2-GFP yeast	VLA-4 inh	Bcl-xL primary	AGP1 TOR yeast	GRK2 aptamer HTS	MEX-5 binding	Fam108B counter	GLD-1 TGE inh
Cc1ccccc1-c1ncc(CN2CCN(C3CCCCC3)C(CCO)C2)cn1 (stereo unspecified)	2	96	-3	2	105	1	-3.7	-3	2
COc1ccc(CCN/C=C2/CC(=O)NC2=O)cc1OC	4	98	4	3	98	2	-1.6	1	-4
COC(=O)C1=CN(Cc2ccc(C)cc2)C=C(C(=O)OC)C1c1cc(OC)c(OC)c(OC)c1	1	97	-8	2	100	0	1.8	3	2
COc1cccc(NC(=O)c2ccc(N3C(=O)C4CCC(C)CC4C3=O)cc2)c1 (stereo unspecified)	-1	94	-3	2	100	0	-0.2	-2	-6
Cc1cc2ncn(C(=O)c3c(-c4c(Cl)cccc4Cl)noc3C)c2cc1C	6	101	4	3	104	2	1.5	1	-5
O=C(CSc1nc(C2CC2)nc2ccccc12)N1c2ccccc2Sc2ccccc21	4	/	-16	1	102	0	0.8	-7	13
C=CC(COCc1ccccc1)N(Cc1ccccc1)S(=O)(=O)c1ccccc1Br (stereo unspecified)	9	94	1	4	90	3	1.3	4	6
COc1ccc(-c2cc(C#N)nc(N3CCNCC3)n2)cc1	7	84	18	3	94	0	0.9	-6	2
CCOc1ccc(NC(=O)COC(=O)CSCC(=O)Nc2ccc(C)cc2C)cc1	9	99	3	4	99	0	/	/	4
COc1ccc(C(=O)OCC(=O)N2CCOCC2)cc1S(=O)(=O)N1CCOCC1	1	99	15	1	102	0	/	/	5
O=C(O)CCCCCN=Cc1c(O)c2ccccc2oc1=O	4	126	3	2	109	2	-2.8	2	-5
NNC(=O)C1=NOC(CNc2ncc(C(F)(F)F)cc2Cl)C1 (stereo unspecified)	8	94	6	3	95	1	-1.3	-6	2
Cc1cc(C)cc(NC(=O)CCNS(=O)(=O)c2cc(Br)cnc2N)c1	2	98	15	7	107	2	0.6	-2	4
O=C(N/N=C/c1ccccc1Cl)c1cccc(F)c1	-7	97	/	-6	97	1	-1.5	2	3
CCCC(=O)Nc1ccc(C(=O)Nc2nnc(COC)s2)cc1	5	102	19	0	109	0	-0.8	-1	4
COc1ccc(NC(=O)CN(C)C(=O)c2ccc(NS(=O)(=O)c3ccc(C)c([N+](=O)[O-])c3)cc2)cc1	-4	111	-1	1	107	3	1.1	5	5
COc1ccc(NCc2nnc(SCC(=O)Nc3nc(-c4ccccc4)cs3)n2-c2ccccc2)cc1	11	100	26	1	97	4	-0.2	-2	-2
Cc1cccc(N(C)C(=O)CCS(=O)(=O)c2cc3c(cc2Cl)NC(=O)CO3)c1	6	88	-4	3	90	2	-0.4	-3	-5
O=C(CCCCCNc1nc(=S)[nH]c2ccccc12)NCCc1ccc(Cl)cc1	7	99	-4	1	104	0	4.5	-7	-8
COc1ccc2[nH]c(C(=O)O)c(NS(=O)(=O)c3ccc(OC)c(OC)c3)c2c1	9	108	i	15	107	3	-5.2	0	-3
C[C@@H]1CN([C@@H](C)CO)C(=O)c2cc(NC(=O)C3CC3)ccc2O[C@@H]1CN(C)C(=O)NC1CCCCC1	/	101	-3	/	101	0	/	/	3
O=C(N/N=C\c1ccc(-c2ccc([N+](=O)[O-])cc2)o1)C1COc2ccccc2O1 (stereo unspecified)	-28	91	-21	-8	87	11	-11	-5	-8
CC(/C=C1\SC(=S)N(NS(=O)(=O)c2ccccc2)C1=O)=C\c1ccccc1	15	97	0	10	94	2	0.4	3	4
COc1ccc2cc3cc(C(=O)NCC4COc5ccccc5O4)oc3nc2c1 (stereo unspecified)	1	84	0	4	94	2	3.5	0	-3
O=C(CN1CCC(n2nnc3cc(C(F)(F)F)ccc32)CC1)NNC(=O)c1ccco1	0	103	6	-4	95	0	-0.6	-3	4
CCN(CC(=O)NCc1ccncc1)S(=O)(=O)c1ccccc1	2	101	-2	7	97	0	-3.0	5	-7
[O-]/[N+](=C/c1ccco1)c1ccccc1	-4	110	10	3	99	1	2.1	1	1
Cc1ccc(-n2c(CCc3nc4ccccc4[nH]3)n[nH]c2=S)cc1	-12	104	3	-6	100	2	2.6	2	3
O=C(O)C1CCCN1C(=O)c1cccs1 (stereo unspecified)	-2	90	-2	1	99	2	-2.8	3	8
COc1ccc(NCN2C(=O)C3C4C=CC(C4)C3C2=O)cc1 (stereo unspecified)	2	126	11	0	134	2	-1.2	2	1
O=C(Nc1ccccc1)OCCNC(=O)c1cccc(Br)c1	2	99	-23	2	88	0	-1.0	-5	-3
Oc1ccc(CCNc2c3ccccc3nc3ccccc23)cc1O	23	84	4	18	84	5	-39*	18	0
COc1ccc(-c2cnc(N)n2CC2CCCO2)cc1 (stereo unspecified)	8	103	-2	5	107	3	-1.9	-3	-1
Cc1nn(C2CCS(=O)(=O)C2)c(Cl)c1/C=C/C(=O)OCC(=O)c1c[nH]c2ccccc12 (stereo unspecified)	-16	98	15	-1	101	1	0.2	-8	2
CCOc1cc(C2C3=C(CCCC3=O)Nc3nc(C(=O)OC)nn32)ccc1OC (stereo unspecified)	2	90	-14	2	96	1	-0.8	0	-1
CN(C)c1cc(-c2ccc(F)cc2)oc(=O)c1Cl	-4	93	-4	4	92	1	2.8	-2	4
COc1cccc(CN2CCN(C(=O)CCc3nnc(C4CCCCC4)o3)CC2=O)c1	3	98	13	0	94	0	-1.8	1	7
Cc1ccc(S(=O)(=O)Cc2ccc([N+](=O)[O-])cc2)cc1	12	104	-4	3	104	0	-0.8	4	2
COc1cccc(/C=C/c2onc(C)c2S(=O)(=O)N2CCC(C(=O)NC3CCCCCC3)CC2)c1	2	103	5	0	103	3	-1.0	1	6
Cc1cc(C)n2nc(SCCCC(=O)c3ccccc3)nc2n1	2	104	8	0	93	1	0.5	5	4
COC(=O)c1ccc(N2C(=O)CC(N3CCN(c4ccccc4)CC3)C2=O)cc1 (stereo unspecified)	-6	103	-3	-1	101	0	-2.9	0	3
Cc1cccc(NS(=O)(=O)c2ccc(-c3cnc(C4CC4)o3)cc2)c1	1	106	3	3	109	0	-0.4	-4	-2
Cc1onc(-c2ccccc2Cl)c1C(=O)Nc1ccccc1C(=O)NC(C)C	-1	/	12	3	88	2	0.3	0	3
COc1ccc(C(CC(=O)O)NC(=O)OC(C)(C)C)cc1 (stereo unspecified)	5	94	10	0	101	1	0.7	-2	0
COC(=O)c1ccc(CSc2nnc(NC(=O)C3CC(=O)N(Cc4ccc(C)cc4)C3)s2)cc1 (stereo unspecified)	8	96	0	8	93	1	-0.4	-3	2
Cn1c(-c2ccc(F)cc2)cnc1SCC(=O)Nc1ccccc1	0	98	14	4	97	2	-1.2	2	8
Cc1cc(C)[n+](Cc2ccccc2)cc1C(N)=O	4	81	3	9	99	/	-3.8	1	-2
Cc1ccc(NC(=O)c2cc(C)nn2-c2ccccc2)cc1	+	106	-6	+	105	3	0.0	0	161*
Cc1ccc(C(=O)Nc2sc3c(c2C(=O)O)CCCC3)o1	2	108	-13	3	104	0	0.5	1	1
COc1cccc(/C=N/NC(=O)CC2C(=O)NN=C2C)c1OC (stereo unspecified)	0	108	2	9	103	1	-1.4	1	0
Cn1c(=O)c2c(n(C)c1=O)=NC1(CCCCC1)ON=2	-2	121	0	9	110	6	1.0	-1	3
COc1ccccc1N1CCN(C2CCCN(C(=O)c3ccccn3)C2)CC1 (stereo unspecified)	4	101	-8	4	100	1	1.9	-1	9
Cc1nc2ncnn2c(Nc2ccc3c(c2)OCCO3)c1C	6	100	-5	1	105	6	-1.2	-5	4
COc1ccccc1C(CC(=O)Nc1ccc(C)c(C)c1)c1ccc(OC(C)C)cc1 (stereo unspecified)	0	99	10	6	98	2	2.0	-15	12
COC(=O)COc1ccc(S(=O)(=O)N2CCc3ccccc3C2)cc1	-2	102	6	1	96	0	0.6	-4	4
COc1cc(-c2cc(C(=O)N(C)Cc3ccccc3)c3ccccc3n2)cc(OC)c1OC	13	92	0	3	96	3	2.4	0	1
CCN1C(=O)[C@@H]2[C@H](C1=O)[C@@H]1C(=O)Nc3ccccc3C(=O)N1[C@@H]2c1ccc(Br)cc1	9	116	5	11	101	0	-1.9	0	3
O=C1OC(c2ccccc2)=N/C1=C\C=C\c1ccco1	0	91	25	2	93	3	1.0	0	-4
O=S(=O)(NCC1CCCO1)c1ccccc1 (stereo unspecified)	6	94	6	-1	91	0	-1.5	-3	5
CCOc1nc(SC(C(C)=O)C(=O)Nc2ccccc2)nc(N(C)C)n1 (stereo unspecified)	9	97	-1	11	96	0	-0.2	0	5

Next structures follow.
SMILES	MCL1 BIM primary	CIT2-GFP yeast	VLA-4 inh	Bcl-xL primary	AGP1 TOR yeast	GRK2 aptamer HTS	MEX-5 binding	Fam108B counter	GLD-1 TGE inh
CC(=O)CN1C(=O)NC2(CCCc3ccccc32)C1=O (stereo unspecified)	5	108	3	4	109	1	-4.4	3	14
Cc1nnc(Sc2cc(C(=O)NCc3ccco3)c3ccccc3n2)s1	6	95	-2	5	97	1	1.4	-2	0
Cc1ccc(C(=O)N2c3ccccc3NC(=O)C2C)cc1 (stereo unspecified)	5	/	5	11	102	1	-0.8	1	-2
CCN1CCN(C(=O)CCc2nnc(CCc3ccccc3OC)o2)[C@@H](C)C1=O	4	101	14	6	100	4	-1.0	-4	4
Cc1c(Cl)c([N+](=O)[O-])nn1CCCC(=O)N(Cc1ccccc1)Cc1ccccc1	1	100	-1	2	97	0	-2.0	2	4
COc1nc(N(CC(N)=O)S(=O)(=O)c2ccccc2)nc(C)c1Cl	-3	98	2	4	103	0	1.2	2	-2
O=C(NC12CC3CC(CC(C3)C1)C2)c1cc([N+](=O)[O-])ccc1N1CCOCC1	-12	101	5	-4	99	13	-0.2	-2	-5
CCCCN(C)C1=Nc2cccc3cccc1c23	-11	94	19	-8	98	0	-4.1	3	10
O=C1CSC(=S)N1c1cccc(Cl)c1	-5	103	-1	-9	98	0	0.5	-4	-17
Cc1ccc(S(=O)(=O)Nc2ccc3c(c2)OCCO3)cc1	-7	100	-2	0	102	0	-0.5	-6	-9
O=C(CCSCc1ccccc1F)NCc1cccs1	-1	89	-12	4	100	0	0.5	-3	5
O=C(O)/C=C/c1cn(-c2ccccc2)nc1-c1cccs1	2	91	-171	3	79	0	-0.4	-6	-1
O=C1/C(=C/c2ccc3c(c2)OCO3)Oc2cc(OCC(=O)N3CCC[C@H]3C(=O)O)ccc21	-9	111	-3	-2	104	3	2.5	0	-2

Given with values under each structure: entries from further up.
Order of results – MCL1 BIM primary, CIT2-GFP yeast, VLA-4 inh, Bcl-xL primary, AGP1 TOR yeast, GRK2 aptamer HTS, MEX-5 binding, Fam108B counter, GLD-1 TGE inh
- Cc1nnc(Sc2cc(C(=O)NCc3ccco3)c3ccccc3n2)s1
 : 6, 95, -2, 5, 97, 1, 1.4, -2, 0
- O=C(CCSCc1ccccc1F)NCc1cccs1
 : -1, 89, -12, 4, 100, 0, 0.5, -3, 5
- Cc1c(Cl)c([N+](=O)[O-])nn1CCCC(=O)N(Cc1ccccc1)Cc1ccccc1
 : 1, 100, -1, 2, 97, 0, -2.0, 2, 4
- COc1nc(N(CC(N)=O)S(=O)(=O)c2ccccc2)nc(C)c1Cl
 : -3, 98, 2, 4, 103, 0, 1.2, 2, -2
- O=C(O)/C=C/c1cn(-c2ccccc2)nc1-c1cccs1
 : 2, 91, -171, 3, 79, 0, -0.4, -6, -1

Screening results deposited in PubChem BioAssay by several laboratories.
